Pf Dd2 growth = inhibitors of Plasmodium falciparum Dd2 growth; P. falciparum Dd2 growth, SYBR Green, 72 h; active compounds read low; activity change, % at 10 µM; 94,000 tested, 2.3% active; in the data active means activity change below about -80%; inconclusive means no clear call, values can overlap the other calls
T cruzi growth = T. cruzi proliferation inhibition; T. cruzi beta-gal in NIH3T3, GalScreen luminescence, 90 h; inhibition, % at 8.34 µM; 77,000 tested, 5.9% active;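 active means mean inhibition above about 93%, with at least 55% of replicates each passing it, limit read from the data, passing the limit was not always enough; inconclusive means only one of those two conditions holds; inactive means neither condition holds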
C diff HTS = blocks growth of Clostridium difficile; AID 1259249; Clostridium difficile clinical isolate growth, OD600, 24 h; active compounds read low; 86,000 tested, 0.25% active; growth activity, negative = inhibition, % at 16 µg/mL (by protocol);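 active means mean growth activity at or below -80% and every replicate also at or below -80%; inconclusive means mean at or below -80% but some replicate above -80%; inactive means mean growth activity above -80%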;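 further: 0% = DMSO wells and -100% = levofloxacin 16 µg/mL wells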
GASC1 inh = inhibitors of human demethylase GASC-1 KDM4C; Q9H3R0; GST-KDM4C 2-372, H3K9me3 peptide, LANCE TR-FRET; inhibition, % at 12.5 µM; 96,000 tested, 0.15% active;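 active means mean replicate inhibition above about 25%, with at least 55% of replicates also reaching it, limit read from the data, passing the limit was not always enough; inconclusive means only one of those two conditions met; inactive means neither condition met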
Target sequence (Q9H3R0 2-372 limits assumed): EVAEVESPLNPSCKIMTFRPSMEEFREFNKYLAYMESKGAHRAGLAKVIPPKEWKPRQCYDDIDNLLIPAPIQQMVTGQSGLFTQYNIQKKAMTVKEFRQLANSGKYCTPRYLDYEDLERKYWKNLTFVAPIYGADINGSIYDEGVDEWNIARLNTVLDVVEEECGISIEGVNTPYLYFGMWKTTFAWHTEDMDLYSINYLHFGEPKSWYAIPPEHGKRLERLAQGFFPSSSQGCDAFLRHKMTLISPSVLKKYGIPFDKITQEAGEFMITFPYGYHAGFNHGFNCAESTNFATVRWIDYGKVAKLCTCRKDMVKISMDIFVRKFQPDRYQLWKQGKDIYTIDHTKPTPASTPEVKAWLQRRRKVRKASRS
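Compound: one test concentration per compound; Material: GST-GASC-1 enzyme fragment 2-372; Amount: GASC-1 enzyme at 10 nM final in reaction; Also added: H3K9me3 peptide substrate, Fe(II), 2-oxoglutarate; Technique: LANCE TR-FRET; Times: 30 min demethylation and 1 h detection at room temperature.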
The depositor's hits bear a star; ? = inconclusive; · = not tested or not shown.

#1 CC(C)C#Cc1ccc2c(c1)O[C@@H](CN(C)C(=O)c1cccnc1)[C@H](C)CN([C@H](C)CO)S2(=O)=O
#2 CC=Cc1ccc2n(c1=O)C[C@@H]1[C@@H](CO)[C@H](C(=O)N3CCCCC3)N(Cc3ccccn3)[C@H]21 (mixture of isomers)
#3 CCCC#Cc1ccc2c(c1)O[C@H](CN(C)C(=O)NC(C)C)[C@@H](C)CN([C@@H](C)CO)S2(=O)=O
#4 CCCNC(=O)N(C)C[C@H]1Oc2cc(C#Cc3cccc(F)c3)ccc2S(=O)(=O)N([C@@H](C)CO)C[C@H]1C
#5 CO[C@@H]1CN(C)C(=O)c2ccc(NC(=O)c3ccc(F)cc3)cc2OC[C@@H](C)N(C(=O)c2ccc(F)cc2)C[C@@H]1C
#6 C[C@@H]1CN([C@@H](C)CO)C(=O)Cc2cc(NC(=O)C3CCCCC3)ccc2O[C@@H]1CN(C)S(C)(=O)=O
#7 C[C@@H]1CN([C@H](C)CO)C(=O)c2cc(/C=C/c3ccccc3)cnc2O[C@H]1CN(C)C(=O)Cc1ccccn1
#8 C/C=C/c1cnc2c(c1)C(=O)N([C@@H](C)CO)C[C@@H](C)[C@@H](CN(C)C(=O)C1CCOCC1)O2
assay / compound,1,2,3,4,5,6,7,8
Pf Dd2 growth,15,0,-23,-34,-88*,18,-38,34
C diff HTS,-9,2,3,-10,·,1,-4,1
GASC1 inh,0.8,6.4,8.1,?,1.4,-0.1,11,0.3
T cruzi growth,42,26,36,114*,60,22,73,-31

#9 C[C@H](CO)N1C[C@H](C)[C@@H](CN(C)Cc2ccc3c(c2)OCO3)OCCCC[C@H](C)Oc2ccc(NS(=O)(=O)c3ccc(Cl)cc3)cc2C1=O
#10 O=C(c1cccnc1)N1CC(=O)N2[C@@H](CO)[C@H](c3ccc(-c4ccccc4F)cc3)[C@@H]2C1
#11 C[C@H](CO)N1C[C@H](C)[C@H](CN(C)C(=O)Nc2ccc(F)cc2)Oc2c(NC(=O)c3ccncc3)cccc2C1=O
#12 C[C@@H]1CN([C@H](C)CO)C(=O)Cc2cc(NS(=O)(=O)c3cn(C)cn3)ccc2O[C@H]1CN(C)Cc1ccc(C(=O)O)cc1
#13 O=C(C[C@H]1CC[C@@H]2[C@H](COC[C@@H](O)CN2S(=O)(=O)c2ccccc2Cl)O1)NCc1ccccc1Cl
#14 C[C@@H]1CN([C@@H](C)CO)C(=O)c2cc(NC(=O)Cc3ccccc3)ccc2O[C@H]1CN(C)Cc1ccc(C(=O)Nc2ccccc2N)cc1
#15 Cc1noc(C)c1NC(=O)Nc1ccc2c(c1)CC(=O)N([C@@H](C)CO)C[C@@H](C)[C@H](CN(C)Cc1ccccc1)O2
#16 COc1cccc(CN2CCCCN3[C@H](C2)[C@H](c2ccc(-c4cccnc4)cc2)[C@@H]3CO)c1
assay / compound,9,10,11,12,13,14,15,16
Pf Dd2 growth,-60,10,-1,16,-17,-67,-27,-51
C diff HTS,·,-5,9,9,·,-2,-1,3
GASC1 inh,-1.4,0.6,-1.7,-2.0,1.0,-1.2,0.8,-0.4
T cruzi growth,4,·,94,31,13,56,36,54

#17 CNC[C@@H]1OCCCC[C@H](C)Oc2ccc(NC(=O)c3ccncc3)cc2C(=O)N([C@@H](C)CO)C[C@H]1C
#18 COc1ccc(-c2cnc3c(c2)C(=O)N([C@@H](C)CO)C[C@H](C)[C@@H](CN(C)Cc2cccnc2)O3)cc1
#19 C[C@H]1CCCCO[C@@H](CN(C)S(=O)(=O)c2ccccc2)[C@@H](C)CN([C@@H](C)CO)C(=O)c2cc(NC(=O)c3ccccc3)ccc2O1
#20 COc1ccc(S(=O)(=O)N(C)C[C@H]2OCCCC[C@@H](C)Oc3ccc(NC(=O)Nc4ccc(C(F)(F)F)cc4)cc3C(=O)N([C@H](C)CO)C[C@H]2C)cc1
#21 Cc1noc(C)c1S(=O)(=O)N(C)C[C@H]1OCc2ccccc2-c2c(n(C)c3ccccc23)C(=O)N([C@H](C)CO)C[C@H]1C
#22 CCC(=O)N1C[C@@H](C)[C@@H](OC)CN(C)C(=O)c2ccc(NC(=O)c3ccccc3)cc2OC[C@@H]1C
#23 C[C@@H]1CCCCO[C@@H](CN(C)Cc2ccc(Cl)c(Cl)c2)[C@@H](C)CN([C@@H](C)CO)C(=O)c2cc(NS(=O)(=O)c3cn(C)cn3)ccc2O1
#24 C[C@@H](NC(=O)C[C@@H]1CC[C@@H](NC(=O)c2cccnc2)[C@@H](CO)O1)c1ccccc1
assay / compound,17,18,19,20,21,22,23,24
Pf Dd2 growth,3,-19,-68,-77,-65,-11,-38,-2
C diff HTS,·,2,·,1,-2,·,6,·
GASC1 inh,·,4.2,-1.8,-3.1,-0.3,-0.9,-0.4,0.4
T cruzi growth,54,-7,24,87,-22,42,34,28

#25 C[C@@H]1CN([C@@H](C)CO)C(=O)Cc2cc(NS(=O)(=O)c3cn(C)cn3)ccc2O[C@H]1CN(C)C(=O)Nc1ccccc1
#26 C[C@@H]1CN([C@@H](C)CO)C(=O)Cc2cc(NC(=O)Nc3cccc4ccccc34)ccc2O[C@H]1CN(C)C(=O)Nc1ccc2c(c1)OCO2
#27 COc1ccc(NC(=O)Nc2ccc3c(c2)C(=O)N([C@@H](C)CO)C[C@@H](C)[C@H](CN(C)Cc2ccc4c(c2)OCO4)OCCCC[C@H](C)O3)cc1
#28 C[C@H](CO)N1C[C@H](C)[C@H](CN(C)Cc2ccc(F)cc2)Oc2ncc(-c3cccc(C(F)(F)F)c3)cc2C1=O
#29 C[C@H]1CCCCO[C@@H](CN(C)C(=O)NC2CCCCC2)[C@@H](C)CN([C@@H](C)CO)C(=O)c2cc(NC(=O)NC3CCCCC3)ccc2O1
#30 CCC(=O)N1CC2(CN(C(=O)CN3CCOCC3)C2)c2c([nH]c3cc(OC)ccc23)[C@H]1CO
#31 O=C([C@H]1[C@H](CO)[C@H]2Cn3c(ccc(-c4ccccc4)c3=O)[C@@H]1N2CCC(F)(F)F)N1CCCCC1
#32 COc1ccc(NC(=O)N(C)C[C@@H]2OCCCC[C@@H](C)Oc3ccc(NC(=O)CCCN(C)C)cc3C(=O)N([C@H](C)CO)C[C@H]2C)cc1
assay / compound,25,26,27,28,29,30,31,32
Pf Dd2 growth,-22,-28,-60,-24,-56,2,2,-35
C diff HTS,1,10,4,22,-6,6,3,0
GASC1 inh,-1.4,3.1,-0.3,-0.8,-1.2,1.6,-0.6,-0.9
T cruzi growth,18,33,76,55,17,·,35,-2

#33 COc1ccc2c3c([nH]c2c1)[C@H](CO)N(C(=O)CN(C)C)CC31CCN(CC2CCOCC2)CC1
#34 C[C@H]1CN([C@@H](C)CO)C(=O)Cc2cc(NC(=O)NC3CCCCC3)ccc2O[C@@H]1CN(C)S(=O)(=O)c1cn(C)cn1
#35 CCCNC(=O)N(C)C[C@@H]1Oc2cc(-c3ccccc3)ccc2S(=O)(=O)N([C@H](C)CO)C[C@@H]1C
#36 COC(=O)C[C@H]1CC[C@H]2[C@@H](COc3ccc(NC(=O)Nc4cccc(F)c4)cc3C(=O)N2C)O1
#37 COCC(=O)Nc1ccc2c(c1)OC[C@@H](C)N(C(C)=O)C[C@H](C)[C@H](OC)CN(C)C2=O
#38 C[C@@H]1CN([C@H](C)CO)S(=O)(=O)c2ccc(C#CC3CCCCC3)cc2O[C@H]1CN(C)C
#39 CO[C@@H]1CN(C)C(=O)c2cc(NS(C)(=O)=O)ccc2OC[C@H](C)N(C(=O)c2ccc3c(c2)OCO3)C[C@@H]1C
#40 CN(C[C@H]1N[C@@H](CO)[C@@H]1c1ccc(C2=CCCC2)cc1)C(=O)c1cccc(F)c1
assay / compound,33,34,35,36,37,38,39,40
Pf Dd2 growth,-50,4,-8,5,·,-59,8,-19
C diff HTS,5,0,-1,18,-1,26,·,-6
GASC1 inh,0.8,0.4,4.0,-1.5,-0.5,-1.5,0.1,-1.4
T cruzi growth,·,-7,76,·,-12,84,·,33

Quoted at random: 4 entries already listed.
#35 CCCNC(=O)N(C)C[C@@H]1Oc2cc(-c3ccccc3)ccc2S(=O)(=O)N([C@H](C)CO)C[C@@H]1C
#36 COC(=O)C[C@H]1CC[C@H]2[C@@H](COc3ccc(NC(=O)Nc4cccc(F)c4)cc3C(=O)N2C)O1
#33 COc1ccc2c3c([nH]c2c1)[C@H](CO)N(C(=O)CN(C)C)CC31CCN(CC2CCOCC2)CC1
#38 C[C@@H]1CN([C@H](C)CO)S(=O)(=O)c2ccc(C#CC3CCCCC3)cc2O[C@H]1CN(C)C
assay / compound,35,36,33,38
Pf Dd2 growth,-8,5,-50,-59
C diff HTS,-1,18,5,26
GASC1 inh,4.0,-1.5,0.8,-1.5
T cruzi growth,76,·,·,84

Additional compounds:
#41 Cc1ccc(-c2ccc3c(c2)O[C@@H](CN(C)C(=O)Nc2ccc(C(F)(F)F)cc2)[C@@H](C)CN([C@H](C)CO)S3(=O)=O)cc1
#42 CCCNC(=O)[C@H]1[C@H](CO)[C@H]2Cn3c(cccc3=O)[C@@H]1N2S(=O)(=O)c1ccccc1F
#43 COCCN(C[C@H]1[C@H](c2ccccc2)[C@@H](CO)N1C(C)=O)C(=O)c1ccncc1
#44 C[C@@H]1CN([C@H](C)CO)C(=O)Cc2cc(NC(=O)Nc3ccccc3)ccc2O[C@@H]1CN(C)Cc1ccc(Cl)c(Cl)c1
#45 C[C@@H]1CN([C@H](C)CO)C(=O)c2cc(NC(=O)Nc3ccc(C(F)(F)F)cc3)ccc2O[C@@H](C)CCCCO[C@@H]1CN(C)C(=O)C1CCCCC1
#46 C[C@H](CO)N1C[C@H](C)[C@H](CN(C)Cc2ccncc2)Oc2c(NS(=O)(=O)c3cccs3)cccc2C1=O
#47 C[C@H](CO)N1C[C@H](C)[C@H](CN(C)Cc2ccc(C(=O)O)cc2)OCCCC[C@H](C)Oc2ccc(NS(=O)(=O)c3cn(C)cn3)cc2C1=O
#48 COc1ccc2c3c(n(C)c2c1)[C@@H](CO)N(Cc1ccccc1)CC31CCN(C)CC1
assay / compound,41,42,43,44,45,46,47,48
Pf Dd2 growth,-78,·,4,-9,-84*,-12,62,-3
C diff HTS,5,1,2,9,11,-5,-2,12
GASC1 inh,-0.7,-0.7,2.7,-1.3,-0.1,1.4,19,-0.7
T cruzi growth,80,11,42,102*,121*,-51,14,·

#49 CCCC#Cc1ccc2c(c1)O[C@H](CN(C)Cc1ccc3c(c1)OCO3)[C@@H](C)CN([C@@H](C)CO)S2(=O)=O
#50 O=C(C[C@@H]1CC[C@@H]2[C@H](COC[C@H](O)CN2S(=O)(=O)c2cccc(Cl)c2)O1)NCc1ccncn1
#51 C[C@H]1CN([C@@H](C)CO)C(=O)c2cc(C#CCN(C)C)cnc2O[C@@H]1CN(C)Cc1cccc(C(=O)O)c1
#52 COc1ccc(NC(=O)N(C)C[C@@H]2Oc3ccc(NC(=O)Cn4cnnn4)cc3C(=O)N([C@@H](C)CO)C[C@@H]2C)cc1
#53 C[C@H](CO)N1C[C@H](C)[C@H](CN(C)S(C)(=O)=O)Oc2c(NC(=O)c3nc4ccccc4s3)cccc2C1=O
#54 C[C@@H]1CN([C@@H](C)CO)C(=O)c2cccc(NC(=O)CCCCCC(=O)Nc3ccccc3N)c2O[C@H]1CN(C)C(=O)NC1CCCCC1
#55 CO[C@@H]1CN(C)C(=O)c2cc(NC(=O)c3cc(C)on3)ccc2OC[C@H](C)N(C(C)=O)C[C@H]1C
#56 COc1cccc(CNC(=O)[C@H]2[C@H](CO)[C@H]3Cn4c(ccc(-c5ccncc5)c4=O)[C@H]3N2C)c1
assay / compound,49,50,51,52,53,54,55,56
Pf Dd2 growth,·,2,24,31,18,-52,27,·
C diff HTS,30,·,-7,·,2,-3,-1,4
GASC1 inh,0.6,-1.1,0.1,-0.5,0.0,0.5,0.2,1.0
T cruzi growth,91,0,-76,-39,41,·,8,27

#57 O=C(NCC[C@@H]1CC[C@H](NS(=O)(=O)c2ccc(Cl)cc2)[C@H](CO)O1)Nc1ccc(F)cc1
#58 C[C@H](CO)N1C[C@H](C)[C@@H](CN(C)CC2CC2)Oc2ccc(NS(=O)(=O)c3cccs3)cc2C1=O
#59 COc1cccc(-c2cnc3c(c2)C(=O)N([C@H](C)CO)C[C@H](C)[C@@H](CN(C)Cc2ccc(C(=O)O)cc2)O3)c1
#60 Cc1cc(C(=O)Nc2cccc3c2O[C@H](CN(C)C(=O)Nc2ccc(F)cc2)[C@@H](C)CN([C@@H](C)CO)C3=O)n(C)n1
#61 COc1ccccc1CNC(=O)C[C@H]1C[C@@H]2c3cc(NC(=O)CC4CC4)ccc3O[C@@H]2[C@H](CO)O1
assay / compound,57,58,59,60,61
Pf Dd2 growth,22,5,8,23,0
C diff HTS,4,2,0,-1,1
GASC1 inh,-1.3,-0.3,-0.8,-0.6,0.4
T cruzi growth,·,24,·,35,-20

Screens: PubChem BioAssay, Broad Institute
